Screening results: PubChem, several laboratories
HePTP inhibitor = blocks human HePTP tyrosine phosphatase; recombinant HePTP phosphatase activity, OD absorbance; P35236; 0.64% of 110,000 active; inhibition, % at 20 µM; AID 521; in the data active means inhibition above about 50%;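 further: plate controls were vehicle for no effect and reference inhibitor for full effect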
Target sequence (P35236 whole entry, looked up): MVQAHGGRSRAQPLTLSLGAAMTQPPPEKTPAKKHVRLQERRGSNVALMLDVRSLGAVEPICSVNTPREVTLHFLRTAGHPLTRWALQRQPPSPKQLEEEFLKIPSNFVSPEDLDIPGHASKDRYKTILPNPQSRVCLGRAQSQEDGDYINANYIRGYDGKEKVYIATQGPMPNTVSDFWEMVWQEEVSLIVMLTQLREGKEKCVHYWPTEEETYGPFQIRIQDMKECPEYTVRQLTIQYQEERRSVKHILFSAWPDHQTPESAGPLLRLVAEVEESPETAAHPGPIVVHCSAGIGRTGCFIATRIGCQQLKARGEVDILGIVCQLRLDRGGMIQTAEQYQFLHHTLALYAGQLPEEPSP
BAP1 block = inhibitors of human BAP1 deubiquitinase; Q92560; recombinant BAP1, Ub-AMC hydrolysis fluorescence kinetic; active compounds read low; activity remaining (% of control), % at 20 µM; 0.48% of 72,000 active; AID 436;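 active means activity remaining at or below 50% of control, provided the compound also passes the data quality filters; inactive means the rest, including low values that fail the filters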;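 further: 100% = DMSO wells rate and 0% = substrate alone blank rate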
Target sequence (Q92560 whole entry, looked up): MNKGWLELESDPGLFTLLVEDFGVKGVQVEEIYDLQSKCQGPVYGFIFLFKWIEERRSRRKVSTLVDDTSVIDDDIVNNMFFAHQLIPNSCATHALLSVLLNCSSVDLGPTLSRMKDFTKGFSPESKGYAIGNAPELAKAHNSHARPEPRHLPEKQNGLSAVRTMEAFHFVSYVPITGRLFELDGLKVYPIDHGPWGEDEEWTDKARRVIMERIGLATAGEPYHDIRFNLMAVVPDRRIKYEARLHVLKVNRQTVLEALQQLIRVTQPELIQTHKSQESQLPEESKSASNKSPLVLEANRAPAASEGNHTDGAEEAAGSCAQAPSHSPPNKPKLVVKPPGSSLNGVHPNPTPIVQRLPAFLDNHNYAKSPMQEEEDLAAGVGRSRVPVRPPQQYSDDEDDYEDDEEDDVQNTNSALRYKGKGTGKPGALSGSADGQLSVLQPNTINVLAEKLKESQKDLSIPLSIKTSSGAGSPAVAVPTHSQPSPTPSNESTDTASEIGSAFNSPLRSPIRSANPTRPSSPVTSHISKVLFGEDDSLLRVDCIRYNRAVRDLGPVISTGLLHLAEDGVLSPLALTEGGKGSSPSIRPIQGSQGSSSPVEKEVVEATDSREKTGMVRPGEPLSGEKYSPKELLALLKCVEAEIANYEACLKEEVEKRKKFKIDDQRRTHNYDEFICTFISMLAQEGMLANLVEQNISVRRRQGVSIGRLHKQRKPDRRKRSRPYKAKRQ
Active calls of the source: *; & = joins results of further samples.

How did O=C(Cn1c(S(=O)(=O)Cc2ccccc2)nc2ccccc21)N1CCCCC1 do in these assays?
HePTP inhibitor: -9; BAP1 block: 103

How did CCCSc1nnc2n(-c3ccccc3OC)c(=O)c3c4c(sc3n12)CCC4 do in these assays?
HePTP inhibitor: 9; BAP1 block: 122

What do the screens show for `CC(C)C(NCc1c(Cl)cccc1Cl)C(=O)O` (centres undefined)?
HePTP inhibitor: 4; BAP1 block: 94

What do the screens show for `COc1ccc(C(=O)N2CCOCC2)cc1Br`?
HePTP inhibitor: -1; BAP1 block: 63

What do the screens show for `CCN(CC)S(=O)(=O)c1ccc2c(c1)c(=O)c(C(=O)NCCN(C)CCc1ccccc1)cn2C`?
HePTP inhibitor: 5; BAP1 block: 101

How did O=C(NCC1COc2ccccc2O1)C1CCN(S(=O)(=O)c2cccc3nsnc23)CC1 (centres undefined) do in these assays?
HePTP inhibitor: 4; BAP1 block: 111

What do the screens show for `CCCCn1c(Oc2ccc(C(=O)OC)cc2)nc2c1c(=O)n(C)c(=O)n2C`?
HePTP inhibitor: 2; BAP1 block: 94

What do the screens show for `COc1ccc(S(=O)(=O)n2nc(OC(=O)C3CCCCC3)cc2N)cc1`?
HePTP inhibitor: 10; BAP1 block: 106

Results for CCC1C(c2ccc(Cl)cc2)NC(c2ccc(Cl)cc2)C(CC)C1O (centres undefined) ?
HePTP inhibitor: 8

What do the screens show for `CC(C)CC(c1nnnn1CC1CCCO1)N1CCN(C2CCCC2)CC1` (centres undefined)?
HePTP inhibitor: -1; BAP1 block: 91

How did CCCCOc1ccc(S(=O)(=O)N=Nc2c(O)n(C)c3ccccc23)cc1 do in these assays?
HePTP inhibitor: -16

What do the screens show for `NC(=O)c1ccc(NC(=O)c2ccc(I)cc2)cc1`?
HePTP inhibitor: -1

Results for Nc1nc2ccc(C(=O)c3ccccc3)cc2[nH]1 ?
BAP1 block: 56

Results for Cc1c(C(=O)Nc2cccc3cccnc23)oc2ccccc12 ?
HePTP inhibitor: 6; BAP1 block: 114

What do the screens show for `O=C(O)c1cc(-c2ccc3c(c2)OCO3)nc2ccccc12`?
HePTP inhibitor: 7; BAP1 block: 79

What do the screens show for `CCN1C(=O)/C(=C\c2ccc(-c3ccc([N+](=O)[O-])cc3)o2)SC1=S`?
HePTP inhibitor: -19

What do the screens show for `COC(=O)CSc1nsc(SCC(=O)OC)c1C#N`?
HePTP inhibitor: 3; BAP1 block: 91

What do the screens show for `O=[N+]([O-])c1ccc(N2CCOCC2)c(-c2nn[nH]n2)c1`?
HePTP inhibitor: -6

What do the screens show for `O=C(CCCCCn1c(=S)[nH]c2cc3c(cc2c1=O)OCO3)N1CCN(C(=O)c2ccco2)CC1`?
HePTP inhibitor: -11; BAP1 block: 87

How did CCOC(=O)C1=C(C)NC(=O)CC1c1ccc([N+](=O)[O-])cc1 (centres undefined) do in these assays?
HePTP inhibitor: 4

Results for CCOC(=O)C1=C(C)N(C)C(C)=C(C(=O)OCC)C1c1ccccn1 ?
HePTP inhibitor: 3; BAP1 block: 102

What do the screens show for `CCC(=O)N1CCN(c2ccc(Cl)cc2NC(=O)c2ccc(Br)o2)CC1`?
HePTP inhibitor: 6

Results for COc1ccccc1N1CCN(C(=O)c2ccc3nc(-c4ccco4)c(-c4ccco4)nc3c2)CC1 ?
HePTP inhibitor: 22; BAP1 block: 55

Results for CCOC(=O)c1cccc(NC(=O)CCn2nnc3ccccc32)c1 ?
HePTP inhibitor: 15; BAP1 block: 111

How did N/C(=N\OC(=O)c1ccc(Cl)cc1Cl)c1ccc(Cl)cc1 do in these assays?
HePTP inhibitor: -3

Results for COc1ccc(CNC(=O)C(c2cccs2)N(C(=O)c2csnn2)C2CC2)cc1 (centres undefined) ?
HePTP inhibitor: -12; BAP1 block: 102

What do the screens show for `Cc1ccccc1NC(=O)/C(=C\c1c[nH]c2ccccc12)NC(=O)c1ccccc1`?
HePTP inhibitor: -16

What do the screens show for `Nn1c(SCC(=O)NCc2ccccc2)nnc1C1CC1`?
HePTP inhibitor: 9; BAP1 block: 98

Results for CS(=O)(=O)Nc1ccccc1C(=O)c1ccccc1 ?
HePTP inhibitor: -26; BAP1 block: 107

What do the screens show for `CCOC(=O)C1=C(C)NC2=C(C(=O)CC(c3ccc(Cl)cc3)C2)C1c1ccc(N(CC)CC)cc1` (centres undefined)?
BAP1 block: 52

3 entries out of the list, ordered by length of the SMILES, rising:
Results for CCOC(=O)c1cccc(NC(=O)CCn2nnc3ccccc32)c1 ?
HePTP inhibitor: 15; BAP1 block: 111

Results for COc1ccc(CNC(=O)C(c2cccs2)N(C(=O)c2csnn2)C2CC2)cc1 (centres undefined) ?
HePTP inhibitor: -12; BAP1 block: 102

What do the screens show for `Cc1ccccc1NC(=O)/C(=C\c1c[nH]c2ccccc12)NC(=O)c1ccccc1`?
HePTP inhibitor: -16

Other structures follow:
How did COCc1nnc(NC(=O)CCCCCN2C(=O)c3ccccc3C2=O)s1 do in these assays?
HePTP inhibitor: 1; BAP1 block: 51

What do the screens show for `CCc1c(C)sc(NC(=O)C2CC3CCC2C3)c1C#N` (centres undefined)?
HePTP inhibitor: -9

What do the screens show for `O=C(O)C1C2CCC(O2)C1C(=O)Nc1cccc(F)c1` (centres undefined)?
HePTP inhibitor: 7&12; BAP1 block: 109

Results for COc1cc(Cl)cc(C#N)c1OCC(=O)O ?
HePTP inhibitor: 3; BAP1 block: 78

How did CCOC(=O)Cc1csc(NC(=O)c2ccc(Br)s2)n1 do in these assays?
HePTP inhibitor: 11; BAP1 block: 95

How did COc1ccc2oc(=O)c(-c3csc(Nc4ccccc4)n3)cc2c1 do in these assays?
HePTP inhibitor: 14

How did COc1ccc(N2C(=O)/C(=C\c3cc4c(cc3[N+](=O)[O-])OCO4)SC2=S)cc1 do in these assays?
HePTP inhibitor: -1

How did O=C(NC1CCCC1)C1C2C=CC(C2)C1C(=O)N1CCOCC1 (centres undefined) do in these assays?
HePTP inhibitor: 4; BAP1 block: 86

How did COc1ccc(C(=S)N2CCOCC2)cc1OC(=O)c1ccc(C)cc1 do in these assays?
BAP1 block: 101

What do the screens show for `COc1ccc(N(CC(=O)Nc2cccc(OC)c2)S(=O)(=O)c2ccc(C)cc2)cc1`?
HePTP inhibitor: -10

How did COc1ccc2ccccc2c1-c1cc(C(=O)NN)[nH]n1 do in these assays?
HePTP inhibitor: -20

What do the screens show for `Nc1ccc(Sc2nnnn2-c2ccccc2)c(Cl)c1`?
HePTP inhibitor: 4; BAP1 block: 79

How did O=C1NC(=Nc2ccc(O)cc2)S/C1=C/C=C/c1ccccc1 do in these assays?
HePTP inhibitor: 4

How did C/C(=N\Nc1nc(C(C)(C)C)cs1)c1ccccc1 do in these assays?
HePTP inhibitor: -15

What do the screens show for `Cc1ccccc1C(=O)Nc1cccc(NC(=O)c2ccccc2[N+](=O)[O-])c1`?
HePTP inhibitor: -15

How did CCCOc1ccc(C(=O)Nc2ccccc2C(=O)O)cc1 do in these assays?
HePTP inhibitor: -3

How did COC(=O)c1ccc2c(=O)sc(N3CCC(C(N)=O)CC3)nc2c1 do in these assays?
HePTP inhibitor: 11; BAP1 block: 112

How did COc1ccccc1N1C(=O)c2ccccc2NC1c1ccncc1 (centres undefined) do in these assays?
HePTP inhibitor: 0; BAP1 block: 61

How did CCc1ccc(-n2c(C)cc(/C=N/n3cnnc3)c2C)cc1 do in these assays?
HePTP inhibitor: 7

What do the screens show for `Cc1csc(NC(=O)Cn2cnnn2)n1`?
HePTP inhibitor: 4; BAP1 block: 112

As a short view, some entries already given:
How did COc1ccccc1N1C(=O)c2ccccc2NC1c1ccncc1 (centres undefined) do in these assays?
HePTP inhibitor: 0; BAP1 block: 61

How did CCc1ccc(-n2c(C)cc(/C=N/n3cnnc3)c2C)cc1 do in these assays?
HePTP inhibitor: 7

What do the screens show for `Cc1csc(NC(=O)Cn2cnnn2)n1`?
HePTP inhibitor: 4; BAP1 block: 112

Other records follow.
Results for Cc1ccc2c(c1)cc(CN(Cc1ccc3c(c1)OCO3)S(=O)(=O)c1ccccc1)c1nnnn12 ?
HePTP inhibitor: 6; BAP1 block: 53

Results for COc1ccc(Cc2nnc(-c3cccc(C)c3)o2)cc1OC ?
HePTP inhibitor: 1; BAP1 block: 92

What do the screens show for `CC(C)(C)NC(=O)c1cccc(NC(=O)c2cccs2)c1`?
HePTP inhibitor: 2

How did CCc1nnc(NC(=O)CSc2nnc(-c3ccccc3O)n2-c2ccc(C)cc2)s1 do in these assays?
HePTP inhibitor: 0; BAP1 block: 115

What do the screens show for `c1ccc(N2CCN(c3c4c(nc5ncnn35)CCC4)CC2)cc1`?
HePTP inhibitor: 5; BAP1 block: 89

What do the screens show for `Cc1ccc(N(C(C)C(=O)O)S(=O)(=O)c2c(C)n[nH]c2C)cc1` (centres undefined)?
HePTP inhibitor: -1; BAP1 block: 96

How did c1ccc(Cn2c(SCCN3CCOCC3)nnc2-c2cccnc2)cc1 do in these assays?
HePTP inhibitor: 9; BAP1 block: 155

How did CN(CCc1ccccn1)C(=O)CN(C)S(=O)(=O)c1ccc2c(c1)c(=O)n(C)c(=O)n2C do in these assays?
HePTP inhibitor: 4; BAP1 block: 125

What do the screens show for `CC(C)[C@H](NC(=O)OC(C)(C)C)c1nnc(SCc2cccc(F)c2)o1`?
HePTP inhibitor: 7; BAP1 block: 85

What do the screens show for `CC12CC3CC(C1)CC(NC(=O)c1ccccn1)(C3)C2`?
HePTP inhibitor: 6

How did COc1cc(C(=O)N2CCN(S(=O)(=O)c3ccccc3)CC2)cc(OC)c1OC do in these assays?
HePTP inhibitor: 8

Results for CCC(=O)Oc1ccc2c(C)cc(=O)oc2c1C ?
HePTP inhibitor: 2&-5; BAP1 block: 485

How did Oc1ccc(Br)cc1/C=N/Nc1cc(N2CCOCC2)nc(N2CCOCC2)n1 do in these assays?
HePTP inhibitor: -9

How did CCOc1c(C=C2C(=O)NC(=S)NC2=O)cccc1OC do in these assays?
HePTP inhibitor: 8

Results for COc1ccccc1NC1=C(C)C(=O)CC1 ?
HePTP inhibitor: 12; BAP1 block: 94

What do the screens show for `COC(=O)c1c(NC(=O)c2c(-c3ccccc3)noc2C)sc2c1CCCCC2`?
HePTP inhibitor: 5

Results for COc1ccc(C(=O)Nc2nc(C34CC5CC(CC(C5)C3)C4)cs2)cc1 ?
HePTP inhibitor: 1

Results for O=C(CCn1cccc1)NCc1ccc2c(c1)OCO2 ?
HePTP inhibitor: 9; BAP1 block: 96

What do the screens show for `COc1cccc(NC(=O)CN(c2ccc(C)cc2)S(C)(=O)=O)c1`?
HePTP inhibitor: 4

What do the screens show for `Cc1c(C(=O)N2CCN(c3ccccc3F)CC2)sc2ncn(CC(=O)N3CCOCC3)c(=O)c12`?
HePTP inhibitor: 10; BAP1 block: 115

Results for CN1CCN(C(=O)c2cc(-c3cccc(Cl)c3)on2)CC1 ?
HePTP inhibitor: 4; BAP1 block: 106

Results for CCOc1ccc(OCC(=O)Nc2ccc(S(=O)(=O)Nc3cc(C)nc(C)n3)cc2)cc1 ?
HePTP inhibitor: 0; BAP1 block: 70

How did CCCOc1ccc(C(CC(=O)c2ccc(Cl)cc2)S(=O)(=O)c2ccccc2)cc1 (centres undefined) do in these assays?
HePTP inhibitor: 11

Results for COc1ccc(C(=O)Nc2ccc(S(=O)(=O)Nc3cc(OC)ncn3)cc2)c(OC)c1 ?
HePTP inhibitor: -12

How did Cc1cccc(N(CC(=O)NCc2ccco2)C(=O)CCC(=O)Nc2ccccn2)c1 do in these assays?
HePTP inhibitor: 3; BAP1 block: 94

How did CCN(CC)C(=O)CSc1ccccc1N do in these assays?
HePTP inhibitor: 14; BAP1 block: 97

How did CCOC(=O)C1=C(N)OC2=C(C(=O)CC(C)(C)C2)C1c1ccc(Cl)c(Cl)c1 (centres undefined) do in these assays?
HePTP inhibitor: 11

What do the screens show for `Cc1noc(C)c1C(=O)NCCc1ccc(Cl)cc1`?
HePTP inhibitor: 4; BAP1 block: 117

How did COc1ccc(-c2nnc(SCC(=O)c3ccc(F)cc3)n2-c2ccccc2)cc1 do in these assays?
HePTP inhibitor: -2

How did O=C1CN(C(=O)OCc2ccccc2)c2ccccc2N1 do in these assays?
HePTP inhibitor: 5; BAP1 block: 120

Reprinted from the part before: three compounds; new compounds follow.
What do the screens show for `Cc1noc(C)c1C(=O)NCCc1ccc(Cl)cc1`?
HePTP inhibitor: 4; BAP1 block: 117

How did COc1ccc(-c2nnc(SCC(=O)c3ccc(F)cc3)n2-c2ccccc2)cc1 do in these assays?
HePTP inhibitor: -2

How did O=C1CN(C(=O)OCc2ccccc2)c2ccccc2N1 do in these assays?
HePTP inhibitor: 5; BAP1 block: 120

What do the screens show for `O=[N+]([O-])c1ccc(NCCCNS(=O)(=O)c2ccc3ccccc3c2)cc1`?
HePTP inhibitor: -6

Results for CCOc1ccccc1NC(=O)CSc1c(C)n[nH]c1C ?
HePTP inhibitor: 8; BAP1 block: 76

Results for COc1ccccc1NCCC(=O)OCC(=O)NCc1ccco1 ?
HePTP inhibitor: 16; BAP1 block: 90

How did COc1ccc(CCn2c(-c3ccco3)nc3nc4ccccc4nc32)cc1OC do in these assays?
HePTP inhibitor: 13; BAP1 block: 92

How did Cn1c(=O)c2c(n(Cc3ccccc3)c1=O)NC(=O)C2CC(=O)N1CCc2ccccc2C1 (centres undefined) do in these assays?
HePTP inhibitor: 12; BAP1 block: 83

How did CCOC(=O)NCc1ccc2c(c1)OCO2 do in these assays?
HePTP inhibitor: 2; BAP1 block: 98

Results for COc1ccc(-c2[nH]nc3oc(=O)cc(C)c23)cc1 ?
HePTP inhibitor: -2; BAP1 block: 114

How did O=C(Oc1cccc(NC(=O)c2ccco2)c1)c1cccc(S(=O)(=O)N2CCCC2)c1 do in these assays?
HePTP inhibitor: -3; BAP1 block: 78

Results for COc1cc(/C=C2\NC(=S)NC2=O)ccc1OC(=O)C12CC3CC(CC(C3)C1)C2 ?
HePTP inhibitor: -8

How did COc1ccc(C(=O)N2c3ccc(F)cc3CCC2C)cc1OC (centres undefined) do in these assays?
HePTP inhibitor: -2&6; BAP1 block: 101

Results for CCCOC(=O)C1=C(C)NC2=C(C(=O)CCC2)C1c1ccccc1OC(C)C (centres undefined) ?
BAP1 block: 138

How did CN(C)c1cccc(C(=O)Nc2cccc(Cl)c2)c1 do in these assays?
HePTP inhibitor: -6
